Assay outcomes (PubChem)
BoNT A protease: inhibitors of Botulinum neurotoxin A light chain protease; multiplex microsphere protease substrate cleavage, flow cytometry; actives 0.17% (n = 360,000); inhibition, % at 10 µM; note: plate controls were buffer without enzyme for full effect and enzyme alone for no effect
SARS 3CLpro inh: SARS-CoV 3CLpro protease inhibition. recombinant SARS-CoV 3CLpro, quenched FRET peptide cleavage. P0C6X7. actives 0.14% (n = 290,000). AID 1706. inhibition, % at 6 µM; in the data active = inhibition above about 12%
SSB-PriA inh: blocks PriA binding to SSB C-terminal tail | AlphaScreen SSBct-PriA binding, biotinylated peptide | inhibition, % at 33 µM | actives 0.6% (n = 430,000) | AID 1272365; in the data active = inhibition mostly above about 37%, no sharp cut-off; inactive = mostly below about 20%;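 note: plate controls were negative control peptide for no effect and reference peptide for full effect; strong numbers were not always called active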
CCHFV vOTU inh: CCHFV vOTU protease inhibition; Pep-AMC fluorescence; actives 0.55% (n = 370,000); AID 651958; inhibition, % at 11.5 µM; in the data active = inhibition above about 30%; note: 0% = vehicle wells with enzyme and 100% = no enzyme wells
Rv3671c protease: Rv3671c (M. tuberculosis) protease inhibition | P9WHR9 | actives 0.048% (n = 320,000) | inhibition, % at 5.96 µM; in the data active = inhibition above about 38%;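 note: extracellular domain of Rv3671c used as enzyme; 0% = enzyme with DMSO and 100% = no enzyme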
BoNT-F LC inh: inhibitors of Botulinum neurotoxin F light chain protease | actives 0.22% (n = 360,000) | inhibition, % at 10 µM | Multiplex microsphere protease cleavage assay, flow cytometry | AID 588497; in the data active = inhibition above about 35%, passing the limit was not always enough; inconclusive = no clear call, values can overlap the other calls; note: plate controls were buffer without enzyme for full effect and enzyme alone for no effect
DUSP3 inh: DUSP3 (human) phosphatase inhibition | P51452 | recombinant VHR phosphatase, pNPP absorbance | inhibition, % at 13.3 µM | actives 0.52% (n = 290,000) | AID 1654; in the data active = inhibition above about 50%; note: some compounds called inactive have numbers as strong as hits
MazEF act: MazEF (E. coli) toxin RNase activation | P0AE70 | FAM/BHQ RNA-DNA oligo cleavage fluorescence, 5 h | activation, % at 20 µM | actives 0.32% (n = 350,000) | AID 504720; in the data active = activation above about 50%
Target sequence (P0AE70 whole entry, looked up): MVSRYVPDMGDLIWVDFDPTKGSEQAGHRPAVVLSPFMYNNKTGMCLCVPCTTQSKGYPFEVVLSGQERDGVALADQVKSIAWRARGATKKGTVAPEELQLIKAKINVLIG
PrPC TRFRET: cell surface PrPC inhibition, primary TR-FRET screen; P04156; TR-FRET read-out; inhibition, % at 13.8 µM; actives 0.43% (n = 370,000); AID 720596; in the data active = inhibition above about 24%; note: 0% = median of the test wells and 100% = reference compound wells
Anthrax LF inh2: anthrax lethal factor protease inhibition | P15917 | multiplex microsphere protease cleavage assay, LF | inhibition, % at 10 µM | actives 0.12% (n = 360,000) | AID 588501; note: plate controls were buffer without enzyme for full effect and enzyme alone for no effect
Target sequence (P15917 whole entry, looked up): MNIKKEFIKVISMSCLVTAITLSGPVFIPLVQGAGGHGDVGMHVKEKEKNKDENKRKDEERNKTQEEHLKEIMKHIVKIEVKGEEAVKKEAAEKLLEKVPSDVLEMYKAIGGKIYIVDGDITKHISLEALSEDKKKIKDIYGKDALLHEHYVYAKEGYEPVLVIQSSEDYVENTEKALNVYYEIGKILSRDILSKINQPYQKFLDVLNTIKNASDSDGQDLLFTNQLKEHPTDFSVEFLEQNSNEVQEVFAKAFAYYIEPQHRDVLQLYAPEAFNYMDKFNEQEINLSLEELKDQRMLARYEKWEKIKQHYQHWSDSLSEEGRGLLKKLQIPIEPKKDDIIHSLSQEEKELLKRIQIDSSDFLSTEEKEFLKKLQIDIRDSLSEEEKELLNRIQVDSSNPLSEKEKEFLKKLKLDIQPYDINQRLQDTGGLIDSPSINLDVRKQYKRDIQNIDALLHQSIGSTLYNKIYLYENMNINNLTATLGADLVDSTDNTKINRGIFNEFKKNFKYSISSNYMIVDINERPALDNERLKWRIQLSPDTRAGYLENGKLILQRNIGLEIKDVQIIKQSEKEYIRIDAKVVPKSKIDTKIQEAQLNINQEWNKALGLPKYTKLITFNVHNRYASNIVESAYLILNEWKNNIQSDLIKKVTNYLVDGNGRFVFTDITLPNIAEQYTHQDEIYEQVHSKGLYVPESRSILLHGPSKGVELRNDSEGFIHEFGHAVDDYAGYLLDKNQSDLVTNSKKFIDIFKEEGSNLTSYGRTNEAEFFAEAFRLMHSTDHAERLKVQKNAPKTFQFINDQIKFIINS
Numbers without * were called inactive; ? = inconclusive; . = no result given. Cut-off read from the data, not from the text of the source, unless noted: active = inhibition above about 30%; inconclusive = no clear call, values can overlap the other calls; inactive = below that.

[1] CC1CCCN(C(=O)Cc2cn(Cc3cccc(Cl)c3)c3ccccc23)C1 (configuration not stated)
[2] COc1cccc(-c2nc(CS(=O)CC(=O)NC(C)CCc3ccccc3)c(C)o2)c1 (configuration not stated)
[3] COC(=O)c1c(NC(=O)CCc2ccc(C)o2)sc(C)c1C
[4] Cc1ccc(OC(=O)COc2ccccc2C)cc1
[5] CC(C)(C)NC(=O)c1ccc2c(c1)N(CC(=O)N1CCCCC1)C(=O)C(C)(C)O2
[6] O=C(CCC1CCCN(c2ncccn2)C1)N1CCN(c2ccccn2)CC1 (configuration not stated)

assay / entry,1,2,3,4,5,6
BoNT A protease,-0.5,-2.2,-0.6,-5.5,-3.4,-1.3
SARS 3CLpro inh,-3,-2,2,-4,-3,1
SSB-PriA inh,-13,-12,-13,-1,3,-4
CCHFV vOTU inh,15,4,9,13,5,-16
Rv3671c protease,-11,-6,-5,-2,9,2
BoNT-F LC inh,0,1,10,-11,-4,-6
DUSP3 inh,-7,19,7,20,22,16
MazEF act,-1,-20,-7,8,7,-33
PrPC TRFRET,1,-1,0,2,-1,3
Anthrax LF inh2,-1,-3,-7,8,-4,-3

[7] O=C(Nc1c(Br)cc2c(c1Br)Cc1cc([N+](=O)[O-])ccc1-2)C(Cl)Cl
[8] O=C1C(O)=C(O)C(=O)c2ccccc21
[9] COc1ccccc1N1CCN(C2CCCN(Cc3c(F)cccc3F)C2)CC1 (configuration not stated)
[10] Oc1c(Br)cccc1/C=N/Nc1c(F)c(F)c(F)c(F)c1F
[11] CCOC(=O)CNC(=O)C1c2ccccc2Oc2ccccc21
[12] CC(C)CCn1c(N2CCN(c3cccc(Cl)c3)CC2)nc2c1c(=O)[nH]c(=O)n2C

assay / entry,7,8,9,10,11,12
BoNT A protease,-0.2,0.1,-3.6,0.0,0.5,1.0
SARS 3CLpro inh,.,.,-5,-2,1,2
SSB-PriA inh,-2,5,-2,.,-15,-1
CCHFV vOTU inh,-3,105*,9,-4,-3,6
Rv3671c protease,.,-164,0,10,-1,6
BoNT-F LC inh,-10,-4,?,-3,0,7
DUSP3 inh,.,.,5,3,34,-5
MazEF act,8,2,5,2,-2,1
PrPC TRFRET,2,-9,-8,-5,-3,-3
Anthrax LF inh2,2,-2,8,-2,16,4

[13] COc1ccc(Cn2cc(CN(C)C3CN(Cc4cn(Cc5ccc(OC)cc5)nn4)S(=O)(=O)C3)nn2)cc1 (configuration not stated)
[14] CC(=O)C(N=Nc1ccccc1)(Sc1nnc(-c2ccccc2)n1-c1ccccc1)C(=O)Nc1ccccc1 (configuration not stated)
[15] OC(COc1ccc2cc(Br)ccc2c1)Cn1ccnc1 (configuration not stated)
[16] COc1cc(C2CC(c3ccccc3)=NN2c2ccccc2)ccc1OCC(=O)O (configuration not stated)
[17] COc1ccc(C(=O)N/C(=C\c2ccccc2)C(=O)NC(CCSC)C(=O)O)cc1 (configuration not stated)
[18] COc1cccc(N2CCN(c3nc(-c4ccccc4C)cc(=O)[nH]3)CC2)c1

assay / entry,13,14,15,16,17,18
BoNT A protease,-0.2,2.6,-0.2,1.5,0.5,-0.6
SARS 3CLpro inh,.,3,0,5,4,2
SSB-PriA inh,.,-16,-5,-18,-5,21
CCHFV vOTU inh,-3,6,-6,-27,15,-3
Rv3671c protease,.,-20,-1,0,6,.
BoNT-F LC inh,0,4,-10,2,-7,0
DUSP3 inh,.,21,-16,16,19,-1
MazEF act,.,-3,-15,2,2,-6
PrPC TRFRET,2,2,9,-7,-2,31*
Anthrax LF inh2,-2,-3,-10,0,3,-9

[19] Cc1onc(-c2ccccc2)c1NC(=O)N(Cc1ccccc1)C(C)C
[20] CC(C)Cc1nn2c(N)c(/C=C3\C=Nc4ccccc43)c(=O)nc2s1
[21] O=C(COC(=O)c1ccc(Cl)c(S(=O)(=O)N2CCCC2)c1)NC1CCCC1
[22] COc1ccc(CCN2C(=O)CSC2=Nc2ccc(C(C)C)cc2)cc1OC
[23] Cc1nnc(N2C(=O)C(O)=C(C(=O)c3ccco3)C2c2ccc(C(C)(C)C)cc2)s1 (configuration not stated)
[24] Fc1cccc(CN2CCC(Cc3ccccc3)CC2)c1

assay / entry,19,20,21,22,23,24
BoNT A protease,0.2,-2.0,0.3,-0.8,0.5,?
SARS 3CLpro inh,-5,2,-1,2,-5,-4
SSB-PriA inh,-1,.,-9,-1,-5,-7
CCHFV vOTU inh,-12,-3,-1,7,8,-6
Rv3671c protease,8,-159,-14,10,-8,1
BoNT-F LC inh,4,-5,6,-7,-11,?
DUSP3 inh,-26,30,15,-22,31,-4
MazEF act,-1,3,0,-2,192*,2
PrPC TRFRET,2,1,-5,17,-2,0
Anthrax LF inh2,2,4,-6,-2,0,-11

[25] COc1cccc(C2c3cc4c(cc3OC(N3CCOCC3)C2C)OCO4)c1O (configuration not stated)
[26] NC(=O)NC(=O)C(Nc1ccc(N2CCCCC2)cc1)c1ccccc1 (configuration not stated)
[27] O=C(CS(=O)(=O)Cc1ccccc1)NCc1ccccc1Cl
[28] CCN(CC(=O)Nc1c(F)cccc1F)C(=O)CNC(=O)c1ccc2ccccc2c1
[29] Cc1ccc(-c2cc(C(=O)Nc3ccc(S(=O)(=O)N4CC(C)OC(C)C4)cc3)[nH]n2)c(O)c1 (configuration not stated)
[30] CCOC(=O)Nc1ccc(S(=O)(=O)Nc2cc(C)on2)cc1

assay / entry,25,26,27,28,29,30
BoNT A protease,-0.1,3.3,2.9,2.2,-0.3,-0.6
SARS 3CLpro inh,.,-3,-7,.,-2,-10
SSB-PriA inh,-7,18,-9,-1,-5,-2
CCHFV vOTU inh,8,11,0,-11,10,0
Rv3671c protease,.,-9,-6,-13,-32,8
BoNT-F LC inh,0,-17,3,-2,-12,7
DUSP3 inh,.,92,16,.,-13,3
MazEF act,15,9,-20,2,6,-8
PrPC TRFRET,3,-5,1,1,-2,6
Anthrax LF inh2,-7,-7,1,8,-6,-21

[31] Cc1sc2nc(SCC(=O)NCc3cccs3)[nH]c(=O)c2c1C
[32] CNC(=O)OCc1cccc(COC(=O)NC)n1
[33] COc1ccccc1NC(=O)c1cc(S(=O)(=O)N2CCc3ccccc32)ccc1F
[34] CCOc1ccccc1NC(=O)Nc1cc(OC)ccc1OC
[35] Cc1cccc(/N=C/c2c(O)[nH]c3ccccc23)n1
[36] CC(CC(=O)OCC(=O)NC1CCS(=O)(=O)C1)c1ccccc1 (configuration not stated)

assay / entry,31,32,33,34,35,36
BoNT A protease,-0.5,0.9,1.1,1.5,0.2,0.1
SARS 3CLpro inh,-4,-2,-5,-2,4,.
SSB-PriA inh,-1,5,-6,-9,.,-6
CCHFV vOTU inh,-1,5,6,-5,-4,-1
Rv3671c protease,-2,4,-10,4,5,1
BoNT-F LC inh,-1,-5,2,6,-8,1
DUSP3 inh,14,18,18,1,-1,.
MazEF act,-8,-2,6,9,3,3
PrPC TRFRET,-2,-5,3,13,-9,4
Anthrax LF inh2,5,-2,0,2,-2,-1

[37] Cc1ccc(S(=O)(=O)Cc2ccc(C(=O)N3CCC(C)CC3)cc2)cc1
[38] Fc1ccc(C2=CC(c3ccc(Br)o3)n3ncnc3N2)cc1 (configuration not stated)
[39] CCOc1ccc(C)cc1-n1nc2ccccc2n1
[40] CCN1CCC2(CC1)N=C(c1ccc(F)cc1)C(=S)N2C(=O)c1ccc(C(C)(C)C)cc1
[41] COCCn1c(C)cc(C(=O)COC(=O)c2ccc(Br)o2)c1C
[42] O=C(Cn1c(=O)oc2ccccc21)Nc1ccccc1N1CCOCC1

assay / entry,37,38,39,40,41,42
BoNT A protease,0.2,1.9,0.5,-0.1,-0.5,-0.3
SARS 3CLpro inh,-2,1,4,1,5,-3
SSB-PriA inh,-3,-8,-29,-16,-11,-5
CCHFV vOTU inh,8,.,-5,-9,-2,-4
Rv3671c protease,-2,-24,-2,-2,-5,-11
BoNT-F LC inh,5,-3,3,-6,-10,-4
DUSP3 inh,10,4,33,18,10,47
MazEF act,6,-605,1,-1,-25,5
PrPC TRFRET,1,.,-1,-12,6,8
Anthrax LF inh2,2,-2,6,-1,-2,-2

[43] Brc1ccc(-c2cn3c(n2)SCC3)cc1
[44] Cc1ccc(S(=O)(=O)NNC(=O)C2COc3ccccc3O2)cc1 (configuration not stated)
[45] COc1ccccc1CCC(=O)OCC(=O)Nc1ccc(S(N)(=O)=O)cc1
[46] Cn1nc(C(F)(F)F)c(-c2ccccc2)c1N
[47] Cc1cccc(Oc2ncnc3onc(C)c23)c1
[48] CC1(C)C2CC[C@]3(C)C(CC=C4[C@@H]5C[C@](C)(CO)CC[C@]5(C(=O)O)CC[C@]43C)[C@@]2(C)CC[C@@H]1O (some centres not stated)

assay / entry,43,44,45,46,47,48
BoNT A protease,-0.5,-0.7,-0.3,-0.9,0.1,-0.7
SARS 3CLpro inh,2,1,-5,1,-4,.
SSB-PriA inh,-12,4,2,-5,-18,-4
CCHFV vOTU inh,-2,5,-11,-13,0,.
Rv3671c protease,1,4,0,-2,1,2
BoNT-F LC inh,-5,-5,-5,-2,-9,-9
DUSP3 inh,-3,-5,-7,22,-5,.
MazEF act,-2,3,4,-3,10,-10
PrPC TRFRET,-3,-2,4,4,-2,.
Anthrax LF inh2,-1,-3,0,-3,0,-10

[49] COc1ccc(N2CC(NC(=O)c3ccc4ccccc4c3)CC2=O)cc1OC (configuration not stated)
[50] Cc1cccc(C)c1NC(=O)CCN1C(=O)C2C3CCC(C3)C2C1=O (configuration not stated)
[51] Cc1cc(C)c(OCCOCCN2CCN(C)CC2)c(Cl)c1
[52] O=c1cc(CN2CC=C(c3ccccc3)CC2)c2c(ccc3ccccc32)o1

assay / entry,49,50,51,52
BoNT A protease,-1.2,-3.2,-0.3,4.6
SARS 3CLpro inh,.,-2,-5,3
SSB-PriA inh,4,-6,-1,-12
CCHFV vOTU inh,-10,-5,9,-5
Rv3671c protease,-4,4,-8,-9
BoNT-F LC inh,-4,-3,4,1
DUSP3 inh,.,31,-24,21
MazEF act,1,0,-8,1
PrPC TRFRET,-2,-2,2,-4
Anthrax LF inh2,-2,-2,-2,3

An excerpt (hit frequency here may not be typical).
